Mdm2-MdmX inh: inhibitors of human Mdm2/MdmX interaction. O15151+Q00987. SaOS-2 split-luciferase Mdm2/MdmX complementation, luminescence. inhibition, % at 8 µM. 330,000 tested, 3% active;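 active means inhibition of at least 50% at 8 µM in the primary screen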
CHOP UPR activ: activators of apoptotic arm of unfolded protein response (CHOP). activation, % at 10 µM. 330,000 tested, 0.34% active. AID 449763. CHO-CHOP luciferase reporter, UPR activation, luminescence; percent of tunicamycin response over DMSO baseline;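 active means at 10 µM dose, activation of 40% or more, normalized to positive control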;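 further: 100% = tunicamycin at 10 µg/mL and 0% = DMSO alone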
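Evaluation: % reporter activation, DMSO baseline versus tunicamycin full activation; System: CHO-CHOP luciferase reporter cell line; Input: 500 cells/well; Incubation: 6 h compound treatment, 37 °C; Measured by: Steady-Glo luciferase luminescence; Dosing: one dose, 10 µM in 0.5% DMSO; Buffer or medium: F12 medium, 10% FBS; Benchmarks: positive tunicamycin 10 µg/mL, negative DMSO alone.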
APJ agonist: agonists of human APJ apelin receptor | CHO-K1 APJ PathHunter beta-arrestin, luminescence; 0% DMSO wells, 100% apelin | activation, % at 20 µM | 330,000 tested, 0.11% active;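 active means activation more than six SD over the plate average, tested at 20 µM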;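 further: 0% = DMSO alone and 100% = apelin-13 at 10 nM; some results filed as inactive read as strong as hits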
Target sequence (P35414 whole entry, looked up): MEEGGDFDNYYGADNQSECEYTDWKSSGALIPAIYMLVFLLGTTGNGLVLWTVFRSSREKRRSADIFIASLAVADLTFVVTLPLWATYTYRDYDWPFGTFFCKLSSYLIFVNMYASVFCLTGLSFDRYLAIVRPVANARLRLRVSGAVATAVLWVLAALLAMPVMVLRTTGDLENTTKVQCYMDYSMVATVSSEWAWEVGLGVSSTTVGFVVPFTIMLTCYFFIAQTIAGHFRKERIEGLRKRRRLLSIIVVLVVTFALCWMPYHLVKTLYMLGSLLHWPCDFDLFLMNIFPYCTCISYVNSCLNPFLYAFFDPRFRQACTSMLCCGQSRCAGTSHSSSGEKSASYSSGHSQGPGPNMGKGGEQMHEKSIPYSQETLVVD
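Material: engineered CHO-K1 APJ arrestin reporter cells; amount: 1000 CHO-K1 reporter cells seeded per well; incubation: compound stimulation 90 min at 25 °C, detection 60 min; signal: luminescent beta-gal fragment complementation, chemiluminescent substrate; read-out basis: APJ agonist activity; controls: DMSO-only wells as negative, 10 nM Apelin-13 as positive control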
XBP1 UPR activ: activators of adaptive arm of unfolded protein response (XBP1). CHO-XBP1 luciferase reporter, IRE1-XBP1 UPR activation, luminescence; percent of tunicamycin response, DMSO as zero. activation, % at 20 µM. 330,000 tested, 0.33% active;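 active means versus positive control, 20 µM dose yields 30% or more activation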;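 further: 100% = tunicamycin at 10 µg/mL and 0% = DMSO only wells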
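Test system: CHO-XBP1 luciferase reporter cells | Buffer or medium: Serum-containing F12 medium, 10% FBS | Schedule: 6 h compound exposure at 37 °C, 5% CO2 | Detection: Steady-Glo luciferase glow luminescence, 10 min after reagent addition | Read-out basis: Activation, % of tunicamycin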
697 NFkB inh: lowers PMA/ionomycin-induced NF-kB signal in 697 B cells | 697 B-cell NF-kB luciferase reporter, 16 h | inhibition, % at 4 µM | 330,000 tested, 0.33% active | AID 435022; in the data active means inhibition above about 35%
Jurkat NFkB inh: inhibitors of the PMA/ionomycin-induced NF-kB reporter in Jurkat cells. PMA/ionomycin-induced NF-kB luciferase reporter, luminescence. inhibition, % at 4 µM. 330,000 tested, 0.53% active; in the data active means inhibition above about 50%
tim23-1 inh: inhibits growth of tim23-1 mutant yeast; S. cerevisiae tim23-1 growth, BacTiter-Glo luminescence, 24 h; inhibition, % at 20 µM; 330,000 tested, 1.3% active; AID 463212;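 active means growth inhibition of the mutant yeast at or above 50%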;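 further: temperature-sensitive mutant grown at 25 °C; plate controls were DMSO-treated mutant yeast for no effect and medium wells lacking yeast for full effect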
APJ antagonist: blocks the human apelin receptor APJ. CHO-K1 APJ beta-arrestin complementation, luminescence. P35414. 330,000 tested, 0.32% active. inhibition, % at 20 µM;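 active means inhibition above about 40% at 20 µM, limit read from the data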;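 further: cells challenged with 10 nM apelin-13 agonist together with compound; plate controls were apelin-13 plus DMSO wells for no effect and DMSO wells lacking apelin-13 for full effect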
The depositor's hits bear a star.

SMILES	Mdm2-MdmX inh	CHOP UPR activ	APJ agonist	XBP1 UPR activ	697 NFkB inh	Jurkat NFkB inh	tim23-1 inh	APJ antagonist
O=C(Cc1ccccc1)N/N=C/c1ccccn1	-1	-0.2	-2	-1	23	9	22	26
c1ccc2c(N3CCCCC3)nc(N3CCOCC3)nc2c1	29	-2.0	-4	-1	-4	-1	15	3
O=C(CCC1CCCN(C(=O)c2cccnc2)C1)NCc1ccccc1F (stereo not given)	5	-0.1	6	-1	1	-2	0	10
O=C(NCCc1ccccc1)/C(=C\c1cccc([N+](=O)[O-])c1)NC(=O)c1ccco1	22	2.0	-3	-2	24	5	4	11
COC(=O)C(NC(C)=O)(Nc1ccc(Br)cn1)C(F)(F)F (stereo not given)	6	-2.2	-1	-2	28	13	1	-21
COC(=O)c1cc(-c2ccc(Cl)cc2)n(-c2ccc(S(N)(=O)=O)cc2)n1	6	-1.6	-4	-1	-3	15	-1	0
O=S(Cc1ccc(Br)cc1)Cc1nnc(SCc2ccc(Cl)cc2)n1-c1ccccc1 (stereo not given)	50*	11	2	1	0	37	39	0
CN(C)c1ccc(-c2n[nH]c(=S)n2-c2ccccc2)cc1	-2	0.5	1	1	3	6	16	-1
O=C(CN(C(=O)CNC(=O)c1ccco1)c1ccc(F)cc1)NC1CCCC1	6	-0.5	-1	-3	0	11	11	16
COc1ccc(NC(NC(=O)c2cccnc2)C(Cl)(Cl)Cl)cc1 (stereo not given)	16	0.9	-3	-2	15	18	12	-8
COc1ccc2cc(C(=O)Nc3ccc(S(N)(=O)=O)cc3)sc(=O)c2c1OC	10	-0.4	-3	-2	10	7	-5	1
CNC(=O)Nc1ccc(Cn2cc(C(F)(F)F)ccc2=O)cc1	-21	-0.1	-2	-3	11	6	2	6
CC1(C2CC(C(F)(F)F)n3nc(C(=O)O)cc3N2)CC1 (stereo not given)	-10	3.4	-5	-1	-5	8	-2	10
Nn1c(SCC(=O)NC2CCS(=O)(=O)C2)nnc1-c1ccco1 (stereo not given)	-10	1.5	-2	-4	10	-2	16	9
Cc1cccc(C(=O)OCC(=O)NCCCc2ccccc2)c1O	15	0.9	-1	-5	1	-3	7	-18
O=C(O)C1CC=CCC1C(=O)Nc1ccc(Oc2ccc(Cl)cc2)cc1 (stereo not given)	21	-1.0	-3	-2	-20	0	14	12
O=C(Nc1ccc(F)cc1)N1CCC(c2nc3c(nnn3Cc3cccc(Cl)c3)c(=O)[nH]2)CC1	14	-1.9	-3	-1	-14	0	-3	9
Cn1cnnc1Sc1ccc(C(=O)NCCC(c2ccccc2)c2ccccc2)cc1[N+](=O)[O-]	3	-0.1	-3	-1	-8	-6	17	8
O=C(N/N=C\c1cn(-c2ccccc2)nc1-c1ccccc1)c1ccc2c(c1)OCO2	3	5.7	2	1	-26	-12	27	-3
Cn1c(SCc2nc3ccccc3c(=O)[nH]2)nnc1-c1ccco1	-2	0.6	-5	-4	-1	-11	10	15
O=C(Nn1c(-c2ccc(Br)cc2)nc2ccccc2c1=O)c1cccnc1	-15	-0.5	-1	-4	0	-7	16	8
CC1CC(C)CN(S(=O)(=O)c2ccc(F)c(C(=O)Nc3ccc(Cl)cc3F)c2)C1 (stereo not given)	52*	-1.5	3	2	13	-6	10	4
Cc1cccc(/C=C/C(=O)c2ccc(N3CCOCC3)cc2)c1	50	5.4	-3	-4	0	3	28	12
COc1cccc(CN(C)C(=O)c2ccc(S(=O)(=O)Nc3ccccc3F)cc2)c1OC	13	-0.8	-4	0	-10	-6	4	-41
CCOc1ccc(C(O)C(CN2CCOCC2)c2ccccc2)cc1 (stereo not given)	1	0.0	-2	-3	12	-3	6	1
CN(Cc1ccccc1)C(NC(=O)c1ccccc1)C(Cl)(Cl)Cl (stereo not given)	10	0.1	-3	0	16	1	30	14
Cn1nccc1C(=O)Nc1ccc(OC(=O)c2ccnn2C)cc1	15	2.0	2	-5	7	-2	-3	3
COc1ccc2[nH]c3c(=S)nc[nH]c3c2c1	1	-0.4	0	1	-19	-31	-6	-30
CCC(C)[C@H](NC(=O)NCc1cccc(OC)c1)C(=O)O (stereo not given in full)	4	-0.7	-5	-2	8	16	-6	20
Cc1ccc(C(=O)NC(=S)Nc2ccc(CN3CCCCC3)cc2)c(C)c1	-5	0.2	-5	-5	-8	-8	-4	5
Cc1cc(-c2ccc(C)c(S(=O)(=O)NCc3cccc(Br)c3)c2)on1	23	-0.5	4	-3	-6	11	31	-5
O=C(CCNc1ccccc1)c1ccc2c(c1)OCO2	-88	2.0	-1	0	-109	-100	4	-11
Cn1nccc1C(=O)N1CCCC(N2CCN(c3cccc(C(F)(F)F)c3)CC2)C1 (stereo not given)	29	1.0	-3	-4	-1	14	20	-4
CNC(=S)Nc1ccc([N+](=O)[O-])cc1	10	-2.8	-3	-2	-3	-4	11	8
CC(=O)Oc1ccc(C(=O)Nc2ccccc2C(=O)NCC(C)C)cc1	-16	6.1	1	1	-8	-9	12	11
COc1cccc(OC)c1C(=O)Nn1c(-c2cccc(C)c2)nc2ccccc2c1=O	-6	1.1	-1	-1	10	20	7	-3
Cc1c(NC(=O)C2CCCCN2S(=O)(=O)c2ccc(Cl)cc2)c(=O)n(-c2ccccc2)n1C (stereo not given)	-9	-0.3	-5	0	-1	-14	30	-64
COc1ccc(-n2cnc3cc(C(=O)NCCN4CCOCC4)ccc32)cc1	7	-1.0	-1	4	-9	-2	6	1
NNC(=O)CN1C(c2ccccc2Br)=Nc2ccc(Br)cc2C1c1ccccc1 (stereo not given)	-7	1.4	-1	-3	7	8	18	-1
CC1CCc2nn(CC(=O)NCCCN3CCCC3=O)cc2C1 (stereo not given)	21	1.7	-3	4	12	8	11	8
CCOC(=O)C1(Cc2ccccc2)CCCN(Cc2ccccn2)C1 (stereo not given)	5	-0.9	-4	-6	7	7	23	-9
COC(=O)c1ccc(CNC(=O)c2ccc(COc3ccccc3)cc2)cc1	-1	-0.6	0	-1	-18	10	0	-4
COc1ccc(-c2csc(NC(=O)c3ccccc3NS(=O)(=O)c3ccc(F)c(F)c3)n2)cc1	90*	6.5	-1	3	-8	16	30	-11
COC(=O)[C@]1(Cc2ccccc2)N[C@H](CN(C)C(=O)Nc2ccc(OC)cc2)[C@@H]2C(=O)N(C)C(=O)[C@@H]21	21	0.1	-4	1	9	-12	-11	-6
CC(=Nc1cc(C(=O)c2ccccc2)ccc1N)C1=C(O)CC(C)(C)CC1=O	-16	3.1	-2	1	-2	-29	-8	-2
COc1ccc(Sc2nc(-c3ccccn3)ncc2OC)cc1	27	9.5	-2	14	6	10	43	31
O=C(O)Cc1ccc(NC(=O)Cc2ccc3ccccc3c2)cc1	0	3.0	-2	-2	-91	0	-17	9
COc1ccc(Nc2cc(Nc3cccc(OC)c3)ncn2)cc1	14	4.0	-2	1	-48	-40	17	-13
CCN(C(=O)COc1ccc2ccc(=O)oc2c1)C1CCCCC1	6	1.3	-4	-2	-3	-3	23	4
C=CCn1c(-c2ccccc2)n[nH]c1=S	25	-0.1	4	-2	8	1	12	12
C=CCNC(=O)NC(=O)COC(=O)c1ccccc1Sc1ccc(C(F)(F)F)cc1[N+](=O)[O-]	31	-1.4	2	-3	-1	11	5	-7
COc1ccc(CCNC(=O)CCN2C(=O)COc3ccccc32)cc1OC	21	0.2	-3	-3	20	3	-2	14
CC(Sc1nnc2n1CCCCC2)C(=O)Nc1ccc(S(N)(=O)=O)cc1 (stereo not given)	-13	-0.2	7	1	19	15	-6	15
CN(C)c1ccc(C2CC(=O)NC3=C2C(=O)CC(C)(C)C3)cc1 (stereo not given)	-3	-0.6	2	-4	2	5	13	15
Cc1ccc(C(=O)N2CCC3(CC2)Oc2ccc(Cl)cc2C(=O)C32CC(c3ccc(Cl)cc3)=NO2)s1 (stereo not given)	6	-1.4	6	-2	5	13	25	-37
O=c1c2ccccc2nnn1CSc1nc2cc(Cl)ccc2c(=O)n1Cc1ccco1	16	-1.8	0	1	-22	-11	-14	-4
Cn1cccc1C(=O)OCC(=O)NCc1ccc2c(c1)OCO2	-21	0.6	-3	-4	8	6	5	-3
Cc1n[nH]c(C)c1Sc1ccccc1[N+](=O)[O-]	9	1.9	-3	-1	13	-1	-7	4
CCOc1ccccc1C(=O)n1nc2nc(C)cc(C)c2c1N	16	-0.7	-1	-2	11	12	5	9
CCOc1cc(/C=N/NC(=O)c2ccccc2-n2cccc2)ccc1O	-19	-2.2	-3	2	-31	-5	23	16

(further entries)
SMILES	Mdm2-MdmX inh	CHOP UPR activ	APJ agonist	XBP1 UPR activ	697 NFkB inh	Jurkat NFkB inh	tim23-1 inh	APJ antagonist
CC(C)(C)Nc1nc(Cl)nc(NC(C)(C)C)n1	14	-0.3	-2	3	10	-16	24	-15
Oc1ccc(/C(Cc2ccccn2)=N\Nc2ccccc2)c(O)c1	-4	-0.3	-2	5	4	4	46	-5
COc1ccc(CNC(=O)c2cc(C3CC3)nc3c2cnn3C(C)C)cc1	6	1.6	4	-2	16	-2	45	-7
O=C(NC1CCCCC1)C1CC(=O)N(CCc2ccccc2)C1 (stereo not given)	-15	0.9	-3	1	13	8	9	-8
COc1ccc(N2CCN(C3CCCN(C(=O)CN4CCCC4=O)C3)CC2)cc1 (stereo not given)	-2	0.3	-1	-3	-6	-7	4	28
CC(=O)c1c(C)[nH]c(C(=O)CSc2nc3ccccc3c(=O)n2CCCN2CCOCC2)c1C	26	-1.2	2	0	0	3	12	-9
Cc1oc2cc([N+](=O)[O-])c(O)c([N+](=O)[O-])c2c1C(=O)c1ccc(Br)cc1	-16	-1.1	0	0	-11	-9	26	13
Cc1ccc2nc(C)cc(C(=O)N3CCCC(CO)(Cc4ccccc4C)C3)c2c1 (stereo not given)	3	-1.7	-4	-2	7	-1	18	13
COc1c2occc2c(OC)c2c(=O)cc(C(F)(F)F)oc12	1	0.5	-2	0	2	-5	30	12
Cc1ccc(Cl)cc1-n1c(=O)cc(N2CCN(C(=O)c3ccco3)CC2)[nH]c1=O	16	1.5	-4	0	-12	2	3	12

Of the compounds above, 4 contain a COOH group:
SMILES	Mdm2-MdmX inh	CHOP UPR activ	APJ agonist	XBP1 UPR activ	697 NFkB inh	Jurkat NFkB inh	tim23-1 inh	APJ antagonist
CC1(C2CC(C(F)(F)F)n3nc(C(=O)O)cc3N2)CC1 (stereo not given)	-10	3.4	-5	-1	-5	8	-2	10
O=C(O)C1CC=CCC1C(=O)Nc1ccc(Oc2ccc(Cl)cc2)cc1 (stereo not given)	21	-1.0	-3	-2	-20	0	14	12
CCC(C)[C@H](NC(=O)NCc1cccc(OC)c1)C(=O)O (stereo not given in full)	4	-0.7	-5	-2	8	16	-6	20
O=C(O)Cc1ccc(NC(=O)Cc2ccc3ccccc3c2)cc1	0	3.0	-2	-2	-91	0	-17	9

Reformatted with two lines to a compound: entries from further up
Values in the order: Mdm2-MdmX inh | CHOP UPR activ | APJ agonist | XBP1 UPR activ | 697 NFkB inh | Jurkat NFkB inh | tim23-1 inh | APJ antagonist
Oc1ccc(/C(Cc2ccccn2)=N\Nc2ccccc2)c(O)c1
    -4 | -0.3 | -2 | 5 | 4 | 4 | 46 | -5
COc1ccc(CNC(=O)c2cc(C3CC3)nc3c2cnn3C(C)C)cc1
    6 | 1.6 | 4 | -2 | 16 | -2 | 45 | -7

The order is random; overall some 5% were active at least once.
